High-throughput results deposited in PubChem BioAssay by Sanford-Burnham Center for Chemical Genomics.
MPTP block – inhibitors of mitochondrial permeability transition pore; isolated mouse mitochondria, Ca2+ swelling absorbance, 30 min; inhibition, % at 10 µM; actives 1.4% (n = 360,000); AID 602449;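 active = inhibition of 50% or more, scaled per plate between neutral and stimulator controls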;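 note: 0% = DMSO wells given calcium and 100% = 1 mM EGTA wells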
GRIN3A LBD mod – NR3A (human) ligand-binding domain modulation; NR3A LBD differential scanning fluorimetry, Tm shift; 0% = protein alone, 100% = glycine-bound protein; Tm shift relative to glycine control, % at 25 µM; actives 2.5% (n = 340,000); AID 1259313;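 active = melting temperature shift of at least 10% of the positive control shift, at one fixed dose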
A3A deaminase – inhibitors of human APOBEC3A DNA deaminase; AID 493011; actives 0.41% (n = 330,000); recombinant A3A, FAM/TAMRA ssDNA deamination fluorescence; inhibition, % at 20 µM; P31941;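 active = at least 40% inhibition at 20 µM here, with at most 30% in a related deaminase screen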;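 note: plate controls were A3A with DMSO for no effect and wells lacking A3A enzyme for full effect; some results filed as inactive read as strong as hits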
CXCR6 inh – CXCR6 (human) receptor inhibition; AID 602244; actives 0.36% (n = 360,000); O00574; inhibition, % at 20 µM; CHO-K1 PathHunter CXCR6 beta-arrestin, luminescence; in the data active = inhibition above about 34%, passing the limit was not always enough;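 note: antagonist mode with CXCL16 agonist at 10 nM final; 0% = 10 nM CXCL16 with DMSO and 100% = unstimulated wells without agonist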
Target sequence (O00574 whole entry, looked up): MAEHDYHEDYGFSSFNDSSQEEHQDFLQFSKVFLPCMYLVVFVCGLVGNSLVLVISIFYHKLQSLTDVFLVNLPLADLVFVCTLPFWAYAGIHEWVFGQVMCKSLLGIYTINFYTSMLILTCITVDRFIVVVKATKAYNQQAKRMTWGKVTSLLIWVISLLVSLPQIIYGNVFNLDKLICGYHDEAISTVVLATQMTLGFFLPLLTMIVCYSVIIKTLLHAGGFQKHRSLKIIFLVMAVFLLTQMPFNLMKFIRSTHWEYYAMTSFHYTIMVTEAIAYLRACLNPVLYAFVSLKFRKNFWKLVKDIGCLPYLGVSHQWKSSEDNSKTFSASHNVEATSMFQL
EBI2 antag – EBI2 (human) antagonism. EBI2 beta-arrestin recruitment, luminescence, 7a,25-OHC stimulated. inhibition, % at 5 µM. actives 0.81% (n = 360,000). AID 651636; in the data active = inhibition above about 38%;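 note: enzyme fragment complementation signal reports receptor beta-arrestin coupling in cells; 0% = agonist plus DMSO wells and 100% = wells without agonist; some results beyond the cut were filed as inactive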
Target sequence (P32249 whole entry, looked up, the tested form may be a part): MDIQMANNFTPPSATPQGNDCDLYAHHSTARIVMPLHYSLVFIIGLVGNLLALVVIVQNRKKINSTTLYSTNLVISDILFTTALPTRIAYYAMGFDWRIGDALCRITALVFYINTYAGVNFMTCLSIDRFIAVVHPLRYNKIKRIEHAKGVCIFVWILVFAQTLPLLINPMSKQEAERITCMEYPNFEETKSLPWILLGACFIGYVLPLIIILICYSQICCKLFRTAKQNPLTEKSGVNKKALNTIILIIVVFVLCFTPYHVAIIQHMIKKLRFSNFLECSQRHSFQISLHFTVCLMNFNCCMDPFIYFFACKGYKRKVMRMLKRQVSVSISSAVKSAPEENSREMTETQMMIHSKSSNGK
APOBEC3G inh – blocks human APOBEC3G single-stranded DNA deamination. Q9HC16. recombinant A3G, ssDNA deamination FAM/TAMRA fluorescence. inhibition, % at 20 µM. actives 0.28% (n = 330,000). AID 493012;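 active = inhibition of at least 40% at 20 µM, with no more than 30% in the related APOBEC3A deaminase screen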;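 note: plate controls were DMSO wells with A3G for no effect and wells lacking A3G enzyme for full effect; some compounds called inactive have numbers as strong as hits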
Target sequence (Q9HC16 whole entry, looked up): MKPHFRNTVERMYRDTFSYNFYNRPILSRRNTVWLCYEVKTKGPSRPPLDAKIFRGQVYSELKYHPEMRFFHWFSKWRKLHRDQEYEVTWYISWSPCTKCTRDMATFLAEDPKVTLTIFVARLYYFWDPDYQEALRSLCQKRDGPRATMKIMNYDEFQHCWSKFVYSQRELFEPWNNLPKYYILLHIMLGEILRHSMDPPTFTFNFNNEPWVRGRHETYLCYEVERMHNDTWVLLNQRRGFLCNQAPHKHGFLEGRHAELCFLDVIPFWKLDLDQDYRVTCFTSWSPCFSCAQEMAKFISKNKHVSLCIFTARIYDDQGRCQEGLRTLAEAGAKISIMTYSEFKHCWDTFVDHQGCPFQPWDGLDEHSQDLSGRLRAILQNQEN
Gli-Sufu block – antagonists of Gli-Sufu signaling | inhibition, % at 5 µM | AID 588413 | actives 0.74% (n = 340,000) | Sufu-KO-LIGHT fibroblasts, Gli luciferase reporter luminescence;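 active = inhibition above about 55%, limit read from the data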;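 note: 0% = DMSO-treated cells and 100% = wells with medium but no cells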
CCR6 antagonist – CCR6 (human) receptor antagonism; P51684; inhibition, % at 20 µM; CHO-K1 CCR6 PathHunter beta-arrestin, luminescence, CCL20-stimulated; AID 493098; actives 0.49% (n = 340,000);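 active = compounds whose inhibition of the agonist-driven luminescence signal at 20 µM reaches about 50%, limit read from the data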;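 note: cells stimulated with CCL20 at 14 nM final; plate controls were DMSO with CCL20 for no effect and DMSO without agonist for full effect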
The depositor's hits bear a star; . = not tested or not shown. This is a random part of the collection; overall some 5.8% were active at least once.

SMILES | MPTP block | GRIN3A LBD mod | A3A deaminase | CXCR6 inh | EBI2 antag | APOBEC3G inh | Gli-Sufu block | CCR6 antagonist
O=C(CN(C1CCCCC1)S(=O)(=O)c1ccccc1)NCc1cccnc1 | 1.5 | -1 | 2 | 1 | 6 | 0 | -10 | -6
COc1ccc(NC(=S)NNC(=O)c2cccs2)cc1 | -12 | 4 | -4 | 9 | -1 | -5 | -15 | 15
CCC(=Nc1ccc(N)cc1)C1=C(O)C(C(=O)OC)C(C)(C)CC1=O (centres undefined) | 1.3 | 6 | -7 | -3 | 4 | -6 | 3 | -3
Cc1c(NC(=O)C(C)Sc2ccccc2)c(=O)n(-c2ccccc2)n1C (centres undefined) | -0.7 | 1 | 0 | -5 | -7 | -7 | 2 | -8
Cc1cccc(C(=O)NCCCN2CCCC2=O)c1 | 2.5 | -1 | 0 | 0 | 3 | -1 | -12 | -1
N#CN1CCC(NS(=O)(=O)c2ccc(C(F)(F)F)cc2)CC1 | -0.7 | 0 | 1 | -7 | 3 | 1 | -9 | -11
COCCn1c(SCC(=O)NC2CCCC2)nc2ccccc2c1=O | 0.1 | -2 | 1 | 5 | 8 | -3 | 13 | 16
Clc1ccc(/C=N/Nc2nnc(Cl)c3ccccc23)cc1 | 2.9 | 2 | -2 | -5 | 7 | -4 | -62 | -4
O=C(N/N=C/c1ccccc1Cl)c1nc2ccc([N+](=O)[O-])cc2c(=O)[nH]1 | 3.9 | -11 | 1 | -10 | -30 | -5 | -9 | 1
Cc1cc(C)n2nc(SCC(=O)N3CCCCC3C)nc2n1 (centres undefined) | -0.7 | 1 | -3 | 6 | -5 | -10 | 2 | -3
O=C(c1cnn(C(=O)c2ccco2)c1)c1cc(F)ccc1O | -3.2 | 0 | -3 | -10 | -4 | -9 | 6 | 4
CN1CCN(C2=C(Cl)C(=O)N(c3cccc(Cl)c3)C2=O)CC1 | 2.5 | -6 | 1 | 2 | 5 | -2 | -7 | 6
COC(=O)c1cccc(NC(=S)NCc2ccc(F)cc2)c1 | 0.2 | -6 | -1 | -2 | -4 | -1 | 0 | 16
CCN(CC)c1ccc(C=C2SC(=S)NC2=O)cc1 | 64* | -8 | . | 24 | 17 | . | -1 | 49
O=C(CO/N=C/c1c(Cl)cccc1Cl)NNC(=O)c1ccc(Cl)cc1 | -2.2 | 1 | -4 | 1 | -2 | -4 | 2 | 5
COc1ccc(/C=N/n2cncn2)cc1CSc1ccccn1 | -0.4 | 1 | 1 | -27 | -10 | -7 | 2 | 7
Cc1onc(-c2ccccc2Cl)c1C(=O)NC(=S)Nc1ccc(C(C)C)cc1 | 4.6 | -1 | -3 | 20 | 17 | 0 | 4 | 40
COc1ccccc1CNc1nc(S(=O)(=O)c2ccccc2)c(Cl)s1 | 1.5 | -7 | 0 | 2 | 4 | -1 | 13 | -5
Cc1noc(C)c1COc1ccc(C(=O)OCC(=O)NCc2ccccc2Cl)cc1 | 1.4 | -4 | -2 | 4 | -1 | -8 | 5 | 6
O=S(=O)(c1ccc(Br)s1)N1CCC(Cc2ccccc2)CC1 | 8.2 | 1 | 6 | -4 | 2 | -5 | 10 | 22
CCC(=O)OC1CSc2nc3ccccc3n2C1 (centres undefined) | 1.4 | -2 | 1 | 2 | -1 | -2 | 12 | -5
O=C(NCc1ccccc1)c1c(Cl)nc(Cl)c(Cl)c1Cl | 1.2 | . | -1 | 3 | 29 | -4 | 1 | -26
O=C(COc1ccccc1Cl)NC(=O)NC1CCCCC1 | -0.6 | 0 | 0 | -8 | 1 | -8 | -7 | 12
CN(Cc1ccc2c(c1)OCCO2)C(=O)CSc1ncnc2sccc12 | 0.6 | 1 | -2 | -9 | 12 | -6 | -2 | 9
O=C(NNC(=O)c1ccccc1F)c1ccc(-c2ccc(Cl)cc2)o1 | -0.6 | -3 | 3 | 9 | 7 | -7 | 6 | 27
Cc1cc(N/N=C/c2ccc(O)cc2O)nc(-n2nc(C)cc2C)n1 | 2.5 | 27* | . | 92* | 84* | . | 88* | 93*
O=c1c2ccccc2ncn1-c1ccc(Cl)c(Cl)c1 | -2.0 | 1 | -1 | 8 | -5 | -5 | -63 | -5
Cc1c(NS(=O)(=O)c2cc(C(=O)NCc3ccco3)cc(Cl)c2Cl)c(=O)n(-c2ccccc2)n1C | -0.1 | 0 | 4 | 0 | -4 | 14 | -6 | 17
CCNC(=O)Cc1c(OC)ccc2cc(Br)ccc12 | 1.0 | 0 | -3 | 3 | 4 | -5 | 5 | 2
CC1C/C(=N/N=C2/NC(=O)CS2)CC(C)(C)C1 (centres undefined) | 1.5 | -4 | 1 | -2 | 2 | -3 | 0 | -3
Cc1cc(NC(=O)CSc2nc(C(C)C)nc3ccccc23)no1 | -1.8 | 1 | -6 | 15 | -19 | -6 | 3 | -13
CCn1nc(C(=O)N[C@@H](CCSC)c2nc3ccccc3[nH]2)c2ccccc2c1=O | -0.3 | 1 | -1 | 8 | 12 | -4 | 4 | 8
Cc1cccc(NC(=S)N(CCN(C)C)Cc2cc3cccc(C)c3[nH]c2=O)c1 | 0.9 | -1 | 5 | 3 | 1 | -3 | 45 | 9
CCCc1cc(-c2n[nH]c(=S)n2-c2cccc(C)c2)cs1 | -1.7 | 14* | -2 | -2 | 5 | 0 | -1 | -14
CC(=O)N1CCc2cc(S(=O)(=O)NC3CCCc4ccccc43)ccc21 (centres undefined) | 41 | 0 | 0 | -8 | -9 | 1 | 41 | 5
CSc1nc2ncc3c(n2n1)CC(C)(C)CC3=O | -0.4 | 0 | -5 | 4 | 0 | -4 | -2 | 7
CCOC(=O)C1CCN(S(=O)(=O)c2ccc(OC)c(C(=O)N3CCCCCC3)c2)CC1 | -0.4 | -2 | -3 | -5 | -8 | -3 | -5 | 6
CCOC(=O)CSc1nc2cc(C)ccc2cc1C#N | 1.4 | 1 | -3 | 8 | -4 | -4 | -11 | 11
CC(C)NC(=O)c1nc2ccccc2s1 | 0.7 | 2 | 0 | -10 | 1 | -3 | -4 | 1
Cc1ccc(NC(=O)C2C3CCCC2C3c2ccccc2)cc1C (centres undefined) | 0.3 | -2 | 1 | 0 | 6 | -3 | -2 | -13
CN(C)CCNC(=O)c1ccc2c(=O)n(Cc3ccc(Cl)cc3)c(=S)[nH]c2c1 | 1.6 | 0 | -3 | 6 | -3 | -6 | 9 | 10
Cc1ccc(OCCOC(=O)c2cccc(S(=O)(=O)N3CC(C)OC(C)C3)c2)cc1 (centres undefined) | -0.1 | 0 | -4 | 5 | 10 | -7 | -14 | 6
C=CSc1sc(Cl)c(N(CC)CC)c1[N+](=O)[O-] | 1.5 | 2 | 4 | 1 | 2 | 8 | 3 | 21
COc1ccc(S(=O)(=O)N2CCN(C(=O)CN3C(=O)NC4(CCCC4)C3=O)CC2)cc1 | -2.0 | -1 | 12 | -11 | -6 | 0 | 12 | 9
Cc1ccc2c(CSc3nc4nc(C)cc(C)n4n3)cc(=O)oc2c1 | 0.7 | -1 | -2 | 8 | -2 | -4 | -11 | -9
COc1ccccc1NS(=O)(=O)c1cc([N+](=O)[O-])ccc1N/N=C/c1sc(N2CCOCC2)nc1-c1ccccc1 | 16 | 6 | . | 44* | 27 | . | 14 | 63*
COc1ccc(-c2c(NC(=O)CC(C)C)n(C)c3ccccc3c2=O)cc1OC | -1.4 | 1 | 1 | 5 | -3 | -4 | 3 | 0
O=C(Nc1ccccc1Cl)c1cc(S(=O)(=O)N2CCCCC2)ccc1N1CCOCC1 | 0.9 | 2 | 3 | 12 | 5 | -2 | 24 | 27
OCCCNC(=S)Nc1ccc2nccnc2c1 | 0.6 | -1 | 6 | -14 | -2 | -3 | -2 | -8
COc1ccc(-c2nnc(SCc3ccccc3F)o2)cc1OC | -4.2 | 1 | 2 | 1 | 10 | -1 | 5 | 8
CC1(c2nnc(-c3cccc(Cl)c3)o2)CC(c2cccc(F)c2)=NO1 (centres undefined) | 1.2 | -9 | -2 | -2 | 1 | -5 | -1 | 3
COc1ccc(CC(=O)Nc2ccc(OC)nc2)cc1 | -2.0 | -1 | -3 | 2 | 0 | -5 | -9 | 20
CCN(C(=O)CSc1nc2ccccc2n1CC)C1CCS(=O)(=O)C1 (centres undefined) | -1.1 | 1 | 5 | 0 | -11 | -1 | -3 | 5
CCCN(CC(=O)Nc1ccccc1C)C(=O)c1cn2ccccc2n1 | -0.3 | 0 | -1 | 7 | 7 | -1 | 4 | 4
COc1ccc(C(C)=O)cc1COC(=O)CNC(=O)c1ccc(F)cc1 | 27 | 0 | 0 | -6 | -2 | -6 | 4 | 1
CCCCn1cnc2c(oc3nc4c(cc32)CCCC4)c1=O | 2.0 | -1 | 1 | 3 | 0 | 0 | -60 | 12
C[C@]12c3[nH]c4ccc(Cl)cc4c3CCN1C(=O)[C@@H](CC(=O)NCCC1=CCCCC1)C[C@@H]2C(=O)N1CCCCC1 | 4.2 | -1 | -2 | 13 | 26 | -1 | -1 | 38
Cc1cc(C(=O)N2CCN(C(c3ccccc3)c3ccccc3)CC2)no1 | -2.0 | -3 | 5 | 1 | 8 | -2 | 7 | 5
CC1CCCN(CCCNC(=O)CCn2nc(-c3ccccc3)ccc2=O)C1 (centres undefined) | 1.0 | 0 | 2 | 1 | -7 | -4 | 3 | -6
Cc1cccc(-n2ncc3c2CCCC3NC(=O)CCc2cccnc2)c1C (centres undefined) | 0.7 | 1 | -3 | -6 | -12 | 0 | 34 | 4

In the list so far, 2 have bromine:
SMILES | MPTP block | GRIN3A LBD mod | A3A deaminase | CXCR6 inh | EBI2 antag | APOBEC3G inh | Gli-Sufu block | CCR6 antagonist
O=S(=O)(c1ccc(Br)s1)N1CCC(Cc2ccccc2)CC1 | 8.2 | 1 | 6 | -4 | 2 | -5 | 10 | 22
CCNC(=O)Cc1c(OC)ccc2cc(Br)ccc12 | 1.0 | 0 | -3 | 3 | 4 | -5 | 5 | 2

(further entries)
SMILES | MPTP block | GRIN3A LBD mod | A3A deaminase | CXCR6 inh | EBI2 antag | APOBEC3G inh | Gli-Sufu block | CCR6 antagonist
COc1cccc(N2CCN(S(=O)(=O)c3cc4c(cc3C)N(C)CCO4)CC2)c1 | -0.3 | -1 | -7 | 2 | -4 | -14 | 39 | 7
COc1ccc(NC(=O)CN(C)C(=O)c2c(-c3ccccc3Cl)noc2C)cc1 | -0.6 | 2 | 6 | -1 | 6 | -11 | -9 | 10
O=C(C1CCCN(S(=O)(=O)c2ccc(Br)s2)C1)N1CCN(c2ccccc2)CC1 (centres undefined) | 0.4 | -1 | -1 | 1 | 23 | -7 | 19 | 18
CCCOc1ccc(C(NC(=O)CC(C)C)NC(=O)CC(C)C)cc1OC | -2.0 | 2 | -4 | 3 | -5 | -9 | -6 | -4
Cc1ccc(NC(=O)CN(C)CC(=O)Nc2sc3c(c2C(N)=O)CCC3)cc1 | -1.1 | -1 | -4 | 5 | -1 | -5 | 23 | 41
O=C(CNC(=O)N1CC(=O)Nc2ccccc21)Nc1cccc(F)c1 | -0.8 | -1 | -7 | -1 | -11 | -9 | -19 | 4
Cc1cc(NC(=O)CSc2nc(=O)cc(N)n2-c2ccc(Cl)cc2)no1 | 0.6 | 0 | 6 | 5 | 0 | -8 | 11 | 1
CNC(=S)NNC(=O)c1sc2cc(C(F)(F)F)cnc2c1-c1ccccn1 | -0.2 | 0 | -5 | 24 | 4 | -4 | 11 | 18
CCN1C(=O)Nc2cccc3cccc1c23 | 1.4 | 0 | -5 | -13 | -11 | -5 | 26 | -9
O=c1[nH]n2cc(-n3cc([N+](=O)[O-])cn3)cnc2c1Br | -2.2 | 1 | 1 | -1 | 3 | -5 | 1 | 5
CC1CCN(C(=S)c2cn(Cc3cccc(F)c3)c3ccccc23)CC1 | 5.0 | 2 | 1 | 12 | 12 | 2 | -25 | 24
